# GPR151 activ – activators of human GPR151. Q8TDV0. 650,000 compounds, 1% hits. PathHunter beta-arrestin GPR151 cells, luminescence. AID 1508602. activation, % at 11.2 µM; in the data active means activation above about 4.9%;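 further: 0% = median of compound wells and 100% = cells with positive control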
# Target sequence (Q8TDV0 whole entry, looked up): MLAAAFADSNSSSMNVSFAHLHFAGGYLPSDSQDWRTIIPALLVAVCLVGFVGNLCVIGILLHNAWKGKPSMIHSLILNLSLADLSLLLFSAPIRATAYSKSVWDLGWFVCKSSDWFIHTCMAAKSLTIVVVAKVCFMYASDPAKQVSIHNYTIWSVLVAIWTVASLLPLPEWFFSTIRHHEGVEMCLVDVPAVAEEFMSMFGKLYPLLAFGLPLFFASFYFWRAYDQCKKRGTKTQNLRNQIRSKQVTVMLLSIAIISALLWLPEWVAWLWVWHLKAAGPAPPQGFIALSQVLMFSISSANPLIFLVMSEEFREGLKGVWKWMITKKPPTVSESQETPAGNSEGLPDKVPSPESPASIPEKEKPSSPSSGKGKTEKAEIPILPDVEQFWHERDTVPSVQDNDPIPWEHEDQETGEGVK
# TEAD-YAP block – TEAD-YAP interaction inhibition; inhibition, % at 9.12 µM; HEK-TIYL cells, TEAD-Gal4/YAP UAS-luciferase luminescence; 640,000 compounds, 1.4% hits; in the data active means inhibition above about 32%;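 further: 0% = median of test compound wells and 100% = reference inhibitor wells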
# MITF inh – human MITF inhibition, primary screen | O75030 | AlphaScreen MITF homodimerization, bead proximity signal | inhibition, % at 2.6 µM | 650,000 compounds, 0.91% hits | AID 1259374; in the data active means inhibition above about 50%;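 further: 0% = vehicle wells with protein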
# FBW7 activator – human FBW7 E3 ligase activation, primary screen; Q969H0; AlphaScreen FBW7–phospho-cyclin E peptide binding, activator screen; normalized activity (activation), % at 26.1 µM; 650,000 compounds, 0.13% hits; AID 1259310; in the data active means normalized activity above about 1.9%;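 further: purified mutant Fbw7 with reduced substrate affinity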
# Target sequence (Q969H0 whole entry, looked up): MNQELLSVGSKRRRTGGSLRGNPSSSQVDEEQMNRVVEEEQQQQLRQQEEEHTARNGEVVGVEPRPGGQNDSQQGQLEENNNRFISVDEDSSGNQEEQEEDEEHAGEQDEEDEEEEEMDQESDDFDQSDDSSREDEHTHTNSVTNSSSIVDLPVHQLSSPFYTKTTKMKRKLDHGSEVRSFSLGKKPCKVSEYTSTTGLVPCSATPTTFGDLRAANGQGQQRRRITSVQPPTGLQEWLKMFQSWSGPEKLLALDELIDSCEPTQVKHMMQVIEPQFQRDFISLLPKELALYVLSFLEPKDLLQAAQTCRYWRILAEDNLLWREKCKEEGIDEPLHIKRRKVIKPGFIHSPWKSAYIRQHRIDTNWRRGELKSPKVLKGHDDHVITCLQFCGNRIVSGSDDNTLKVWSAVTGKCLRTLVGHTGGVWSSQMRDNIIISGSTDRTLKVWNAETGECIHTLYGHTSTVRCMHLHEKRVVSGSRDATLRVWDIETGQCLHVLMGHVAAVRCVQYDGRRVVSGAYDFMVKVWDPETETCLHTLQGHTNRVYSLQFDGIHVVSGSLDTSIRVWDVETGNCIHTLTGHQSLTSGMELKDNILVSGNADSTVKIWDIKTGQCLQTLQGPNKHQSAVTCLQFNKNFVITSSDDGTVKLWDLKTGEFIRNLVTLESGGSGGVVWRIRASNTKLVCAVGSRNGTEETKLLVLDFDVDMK
# Starred values were filed as active, the others as inactive.
SMILES,GPR151 activ,TEAD-YAP block,MITF inh,FBW7 activator
c1ccc(CCNc2nc3ccccc3n3cnnc23)cc1,0.7,-23,5,-0.1
CC(NC(=O)CCn1nc(-c2ccc(Cl)cc2)ccc1=O)c1ccccc1 (stereo not given),0.1,-2,0,-0.2
Cc1ccc(OCC(=O)NCc2ccc(F)cc2)cc1,-0.2,5,-11,-0.1
CC1CCCC(C)N1CCNC(=O)C1CC(=O)N(C2CCCCCC2)C1 (stereo not given),2.4,3,-8,0.1
COc1ccc(C)cc1NS(=O)(=O)c1ccc2c(c1)OCCN2C,0.1,7,12,0.1
O=C1[C@@H]2C[C@H](NCc3nc(-c4ccccc4)cs3)CN2C(=O)[C@H]2CCCN12,-0.7,1,11,0.7
COc1ccc(Nc2ccnc3c(-c4ccsc4)cnn23)cc1,-0.4,-18,-20,0.1
CC1Cc2nc(SCC(=O)c3ccccc3)n(C)c(=O)c2S1 (stereo not given),-0.2,-18,-3,0.2
Cc1ccc2c(c1)-c1c(cnn1CC(=O)NCc1ccc3c(c1)OCO3)CO2,0.4,-3,3,-0.1
CN1C[C@@H]2C[C@@H](c3cccn3-c3nccs3)N3CCC[C@@]23C1=O,0.4,2,-1,-0.2
COc1ccc(N2CCN(C(=O)CNS(=O)(=O)c3cccs3)CC2)cc1,-0.3,14,6,-0.1
Cc1ccccc1NC(=O)Cc1nnc(SCC(=O)Nc2ccccc2)n1C,0.4,-5,12,0.0
CCOc1cccc(C2C3=C(Nc4c2c(=O)n(C)c(=O)n4C)c2ccccc2C3=O)c1 (stereo not given),1.0,11,11,-0.1
COc1ccc(SCCC(=O)N2CCN(c3nc4ccc(F)cc4s3)CC2)cc1,2.0,5,-8,0.0
Cc1nc2n(CC(=O)c3ccc(Cl)cc3)c3ccccc3n2n1,-1.5,2,-11,-0.1
CCOC(=O)C1=c2s/c(=C/c3cccc(F)c3)c(=O)n2C(N)=C(C#N)C1c1cccc(F)c1 (stereo not given),-0.1,2,3,-0.2
CCOc1ccc(NC(=O)c2cc(=O)[nH]c3ccccc23)cc1,0.7,-5,-8,0.3
COc1ccc(CNc2sc3c(c2C#N)CC(C)(C)OC3)cc1,-1.9,-2,33,0.2
CCOC(=O)N1CCC(Nc2c(NC3CCN(Cc4ccccc4)CC3)c(=O)c2=O)CC1,1.7,0,12,0.2
COC(=O)c1cc(NS(=O)(=O)c2ccc3[nH]c(=O)c(=O)[nH]c3c2)cc(C(=O)OC)c1,0.5,9,-7,0.1
CN1CCCN(C2CC(=O)N(c3ccc(N=Nc4ccccc4)cc3)C2=O)CC1 (stereo not given),-1.2,-15,15,0.0
O=C(NCc1ccccc1)C1c2ccccc2Oc2ccccc21,-2.5,-2,11,0.1
COc1cc([N+](=O)[O-])ccc1-n1c(C)cc(CO)c1C,1.6,-1,8,0.0
CCOc1ccccc1N1CCN(C(=O)c2sc3cc(C)ccc3c2Cl)CC1,2.6,-13,0,0.6
COC(=O)CC(N)c1ccc(OC)c2ccccc12 (stereo not given),-0.4,8,-16,0.5

# A run of entries taken from the entries so far, as a working copy:
SMILES,GPR151 activ,TEAD-YAP block,MITF inh,FBW7 activator
CCOc1ccccc1N1CCN(C(=O)c2sc3cc(C)ccc3c2Cl)CC1,2.6,-13,0,0.6
COC(=O)CC(N)c1ccc(OC)c2ccccc12 (stereo not given),-0.4,8,-16,0.5

# Compounds above that contain a carbonyl joined to an NH by a bond outside any ring (seven):
SMILES,GPR151 activ,TEAD-YAP block,MITF inh,FBW7 activator
CC(NC(=O)CCn1nc(-c2ccc(Cl)cc2)ccc1=O)c1ccccc1 (stereo not given),0.1,-2,0,-0.2
Cc1ccc(OCC(=O)NCc2ccc(F)cc2)cc1,-0.2,5,-11,-0.1
CC1CCCC(C)N1CCNC(=O)C1CC(=O)N(C2CCCCCC2)C1 (stereo not given),2.4,3,-8,0.1
Cc1ccc2c(c1)-c1c(cnn1CC(=O)NCc1ccc3c(c1)OCO3)CO2,0.4,-3,3,-0.1
Cc1ccccc1NC(=O)Cc1nnc(SCC(=O)Nc2ccccc2)n1C,0.4,-5,12,0.0
CCOc1ccc(NC(=O)c2cc(=O)[nH]c3ccccc23)cc1,0.7,-5,-8,0.3
O=C(NCc1ccccc1)C1c2ccccc2Oc2ccccc21,-2.5,-2,11,0.1

# Additional compounds:
SMILES,GPR151 activ,TEAD-YAP block,MITF inh,FBW7 activator
COc1cc(COc2ccc3c4c(c(=O)oc3c2C)CCC4)cc(OC)c1OC,-0.2,1,5,0.1
CC(C)N(CCNc1ccnc(NCCN2CCOCC2)n1)C(C)C,-0.2,6,5,-0.1
O=C(O)c1ccc2c(c1)C(=O)N(c1cccc(Oc3ccc([N+](=O)[O-])cc3)c1)C2=O,-1.7,0,11,0.1
COc1ccc(CCN2C(=O)CSC2c2ccc(Cl)cc2)cc1OC (stereo not given),1.0,8,4,0.0
CC1=C(C(=O)Nc2ccccc2C)C(c2ccccc2)NC(=O)N1 (stereo not given),0.7,-3,-9,-0.1
CCCNCc1ccc2c(c1)n(C)c(=O)n2C,-2.0,0,8,0.2
NC(=O)Cn1c2ccccc2c2nnc(SCCN3CCOCC3)nc21,-0.8,0,16,0.1
COC(=O)c1c(N)sc(C)c1-c1ccc(C)c(C)c1,-1.7,-18,1,0.0
Cc1ccc(Cn2c(CN3CCN(C)CC3)nc3c2c(=O)n(C)c(=O)n3C)cc1,0.5,-7,-14,-0.1
CC(C)[C@H](NC(N)=O)C(=O)NCc1ccc2c(c1)OCO2,1.3,6,3,-0.1
Cc1cccc(C(=O)Nc2cccc(N3CCCS3(=O)=O)c2)c1,-0.5,-16,7,-0.1
Cc1ccc(CN2CCN(Cc3cccc4nonc34)CC2CCO)o1 (stereo not given),0.4,-1,-24,0.0
CCNC(=O)C(=O)N/N=C/c1cc([N+](=O)[O-])ccc1O,0.9,5,74*,-0.8
Cc1onc(-c2c(Cl)cccc2Cl)c1C(=O)Nc1ccc(F)c([N+](=O)[O-])c1,3.6,-2,8,-0.2
CC(CCCC(C)(C)O)NC(=O)c1cc(COc2ccc3ncccc3c2)on1 (stereo not given),4.5,33*,11,-0.1
COc1ccccc1N1CCN(C(=O)CSc2nc3cc(C(=O)NCc4ccco4)ccc3c(=O)n2Cc2ccco2)CC1,-0.3,32,-4,-0.1
O=C(Oc1ccccc1)c1ccc(Oc2ccc(C(=O)Oc3ccccc3)cc2)cc1,1.5,-2,11,0.1
Cn1c(O)c(C=Nc2cccc(CO)c2)c2ccccc21,-0.2,-12,2,0.1
CC(=O)Nc1cccc(NC(=O)CSc2ccc(C(F)(F)F)cc2[N+](=O)[O-])c1,0.3,-10,-14,-0.3
O=C(Nc1cc([N+](=O)[O-])ccc1N1CCCCC1)c1ccccc1,-1.2,2,14,0.1
Cc1ccc(-c2nc(C)c(CCNS(=O)(=O)c3ccc4c(c3)OCCO4)s2)cc1,-0.4,-23,-8,-0.1
Cc1ccc(Cl)cc1NC(=O)CCCn1c2ccccc2c(=O)c2ccccc21,-0.3,3,6,0.2
Nc1ncnc(Nc2ccc(Nc3ccccc3)cc2)c1[N+](=O)[O-],8.7*,7,23,0.3
CCOC(=O)c1ccc(NC2=NC3CS(=O)(=O)CC3S2)cc1 (stereo not given),1.7,8,7,0.0
COC(=O)c1nn(-c2ccc(F)c(Cl)c2)cc1O,-0.3,-31,6,-0.2

# Additional compounds.
SMILES,GPR151 activ,TEAD-YAP block,MITF inh,FBW7 activator
Cc1sc(NC(=O)CN(C(=O)NC2CCCCC2)C2CCCC2)c(C(N)=O)c1C,-0.8,-6,8,0.5
Cn1c(NC(=O)COc2ccc(Cl)cc2)nc2ccccc21,1.1,-5,-4,-0.3
COc1ccc2ccccc2c1/C=C1/C=C(c2cc(C)ccc2C)OC1=O,-0.2,4,0,-0.2
Cc1cccc(Nc2nc(NCCN3CCOCC3)nc3c2cnn3C)c1,-0.6,2,12,0.8
COC(=O)COc1cccc(NC(=O)C(c2ccccc2)c2ccccc2)c1,-0.3,5,0,0.1
COc1cc(C2C(C(=O)OC3CCCCC3)=C(C)NC3=C2C(=O)CC(C)(C)C3)cc(OC)c1OC (stereo not given),12*,-5,-9,0.1
CC1=C(C#N)C(=O)N(CCc2ccccc2)C(=O)/C1=C/c1ccc(-c2ccc(Cl)cc2)o1,1.1,6,-1,-0.1
CC(C)c1ccc(NC(=O)c2ccccc2Cl)cc1,-0.6,-41,13,0.2
Cc1cc(C)n(S(=O)(=O)c2ccc(C)c(C)c2)n1,-1.5,10,12,0.6
CCOC(=O)C1=C(N)OC2=C(C(=O)CC(c3ccccc3)C2)C1c1ccc(Br)cc1 (stereo not given),0.3,5,3,-0.1
Cc1cccc(CN2CCN(Cc3cccc4nonc34)CC2CCO)n1 (stereo not given),-0.8,-7,12,0.0
CCOc1ccccc1NC=C1C(=O)OC2(CCCCC2)OC1=O,0.6,2,4,0.3
CN(C(=O)c1ccc(F)cc1)c1ccccc1C(=O)NCc1ccccc1,9.0*,8,0,0.0
CC(=O)N1CCN(C(=O)c2ccc(N3CC4CC(C3)c3cccc(=O)n3C4)c(NC(=O)c3cccnc3)c2)CC1 (stereo not given),-0.7,11,60*,-0.2
CC1CCCCC1NC(=O)C(=O)Nc1ccc2c(c1)OCCO2 (stereo not given),-0.2,5,3,0.2
COc1ccccc1N1CCN(C2CCCN(C(=O)CC3CCCC3)C2)CC1 (stereo not given),-1.0,6,-5,-0.1
N#CSCC(=O)C12CC3CC(CC(C3)C1)C2,0.3,10,9,-0.4
CC1(C)CC(=O)C(C2=Nc3ccccc3C2=O)=C(O)C1,-0.2,-15,5,-0.3
Cc1ccc(Nc2nc(-c3ccccn3)cs2)cc1C,11*,50*,-5,-0.8
COC(=O)c1cccc(NC(=O)c2ccccc2Cl)c1,-1.4,3,6,0.0
CN(C1CCCCC1)S(=O)(=O)c1ccc(C(=O)Nc2sccc2C(N)=O)cc1,-0.2,5,-7,-0.1
CCOc1ccc(CNn2c(C)nnc2SCc2ccc(F)cc2)cc1,-1.1,12,14,1.1
O=C(OCc1cc([N+](=O)[O-])cc2c1OCOC2)c1ccc[n+]([O-])c1,1.0,-4,2,-0.1
COc1cc2c(cc1OC)C(C)N(c1cc(C)nc(C)n1)CC2 (stereo not given),-0.4,2,7,0.3
CC1Cn2c(nnc2-c2ccccc2O)S1 (stereo not given),0.2,0,-6,-0.1

# The results go on:
SMILES,GPR151 activ,TEAD-YAP block,MITF inh,FBW7 activator
COc1ccc(OC)c(/C=C2/N=C(c3cccc4ccccc34)OC2=O)c1,0.1,-7,7,0.2
Oc1ccc2cc(Br)ccc2c1/C=N/c1ncn[nH]1,-0.1,7,-14,0.1
O=C(CSc1ccc(-c2ccccn2)nn1)NCc1ccc(Cl)cc1,0.3,3,21,-1.9
O=C(COc1ccc(F)cc1)Nc1ccc(C(=O)O)cc1,-0.4,-2,12,0.3
COCCNC(=O)CSc1nc2sc(C)c(C)c2c(=O)n1-c1ccccc1,-0.8,6,3,-0.1
CC1=C(C(=O)OCCOc2ccccc2)C(c2ccc(OCc3ccccc3)cc2)C2=C(CC(C)(C)CC2=O)N1 (stereo not given),-1.6,14,2,0.3
Cc1ccc(CN2CCNC(=O)C2CC(=O)N2CCN(C3CCCCC3)C(=O)C2)cc1 (stereo not given),1.4,4,-8,-0.1
CCCCOc1cccc(OCCN2CCN(C)CC2)c1,-0.6,-1,12,0.0
CC(=O)Nc1nnc(SCc2ccc(C)cc2)s1,-2.1,-35,5,-0.2
Cc1cccc(NC(=O)c2ccc(NC3CCCCCC3)c([N+](=O)[O-])c2)c1,4.7,3,0,0.1
CCOc1ccc(/C=C(\C#N)c2nc3ccccc3c(=O)[nH]2)cc1OC,0.7,-1,6,-0.1
COc1cccn2c(C(=O)N3CC(C)CC(C)C3)c(C(F)(F)F)nc12 (stereo not given),-1.1,-5,18,0.4
CSc1ccccc1NCc1ccc(O)cc1,0.1,5,14,0.9
COc1ccccc1C(=O)NC(=O)CSc1cccc[n+]1[O-],-0.6,4,-12,0.1
O=C(c1nc2ccccc2s1)N(Cc1ccco1)c1nc2ccccc2s1,-0.8,-13,6,0.2
CCOc1cc(NC(=O)c2cccs2)c(OCC)cc1NC(=O)COc1ccccc1,-0.3,6,5,0.0
CC(C)(c1ccccc1)c1ccc(OCC(=O)NCCC(=O)O)cc1,-0.8,5,5,0.0
Cc1cccc(CNC(=O)C2CC23CCN(C(=O)CC2=CCCCC2)CC3)n1 (stereo not given),0.1,11,15,0.1
CC(NS(=O)(=O)c1ccc2c(c1)C(=NO)c1cc(S(=O)(=O)NC(C)c3ccccc3)ccc1-2)c1ccccc1 (stereo not given),2.1,-2,-4,0.1
CCC(CO)(CO)N(CC(=O)Nc1ccc(OC)cc1)CC(=O)Nc1ccc(OC)cc1,-2.0,4,-6,-0.1
Cc1ccc2c(c1)N(C(=O)CCC(=O)NC1CCCCC1C)CCO2 (stereo not given),-0.3,-6,-2,0.7
O=C1CC(c2cccc([N+](=O)[O-])c2)Sc2nncn21 (stereo not given),-1.3,3,22,0.8
C=CCOc1ccc(C=Nc2c(C)n(C)n(-c3ccccc3)c2=O)cc1OC,-0.1,4,20,0.0
COc1cc(Nc2nc(NCCOc3ccccc3)c3[nH]cnc3n2)cc(OC)c1OC,0.6,29,11,-0.1
N#Cc1ccc(C(=O)NCCN2CCN(c3nc4ccc(F)cc4s3)CC2)cc1,-0.4,-5,14,0.1
C/C=C(\C)C(=O)NCC1Cc2cccc(-c3cncc(C(N)=O)c3)c2O1 (stereo not given),2.2,-2,-2,-0.1

# Of the compounds above, these have a CF3 group.
SMILES,GPR151 activ,TEAD-YAP block,MITF inh,FBW7 activator
CC(=O)Nc1cccc(NC(=O)CSc2ccc(C(F)(F)F)cc2[N+](=O)[O-])c1,0.3,-10,-14,-0.3
COc1cccn2c(C(=O)N3CC(C)CC(C)C3)c(C(F)(F)F)nc12 (stereo not given),-1.1,-5,18,0.4

# Assay outcomes (PubChem)
